Screens deposited in PubChem BioAssay by Broad Institute.
Casp6 inh = human caspase-6 inhibitors, primary screen, biochemical, VEID-R110 fluorescence, single point, set 2; inhibition, % at 12.5 µM; purified caspase-6, Z-VEID-R110 cleavage fluorescence; 350,000 tested, 0.53% active;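 active = mean inhibition across replicates at least about 35%, with every replicate also reaching that limit, limit read from the data; inconclusive = only one of the two criteria met; inactive = neither criterion met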;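 note: 0% = median of neutral control wells and 100% = no fluorescence left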
Target sequence (P55212 24-179 limits assumed): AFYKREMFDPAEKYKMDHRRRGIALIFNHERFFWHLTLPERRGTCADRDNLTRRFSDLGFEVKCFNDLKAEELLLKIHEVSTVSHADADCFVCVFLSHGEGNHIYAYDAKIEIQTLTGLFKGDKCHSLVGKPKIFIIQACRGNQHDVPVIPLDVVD
Target sequence (P55212 194-293 limits assumed): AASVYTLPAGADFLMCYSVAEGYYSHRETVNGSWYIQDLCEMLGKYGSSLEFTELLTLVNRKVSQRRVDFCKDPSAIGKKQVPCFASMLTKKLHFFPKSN
C2C12 statin = suppressors of statin myotoxicity in C2C12 myotubes, primary screen, cell-based, single point, plate reader. C2C12 myotubes + simvastatin, ATP luminescence, 48 h; scaled: DMSO 0, geranylgeraniol control 100. rescue of ATP level, % at 7.49 µM. 330,000 tested, 0.78% active. AID 602340, 2012;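 active = mean ATP rescue above about 67%, or every replicate alone reaching that limit, limit read from the data, passing the limit was not always enough; inconclusive = no clear call, values can overlap the other calls; inactive = mean under the limit and some replicate under it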;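 note: myotubes were challenged with 10 µM simvastatin during compound exposure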
FN deposition inh = inhibitors of fibronectin matrix deposition, primary screen, AH1F cells, Alexa488-fibronectin fluorescence, plate reader; AH1F fibroblasts, overnight; inhibition, % at 12.6 µM; 350,000 tested, 0.086% active;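 active = mean inhibition across replicates of 30% or more, regardless of how many single replicates reach that level; inconclusive = mean under 30% yet at least half of replicates reach 30%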;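 note: positive control wells lacked labelled fibronectin entirely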
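Measured by – fluorescence 485/525 nm · System – AH1F fibroblast monolayer, labelled fibronectin deposition · Amount – 10000 cells per well · Buffer or medium – serum-reduced DMEM (2% serum) · Doses – single dose, pinned · Also added – fluorescent fibronectin at 24 nM final · Schedule – 1 h cell attachment, overnight exposure to compound and label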
esBAF inh = Bmi1 luciferase reporter increase in mESCs, primary screen, esBAF inhibitor project, mouse ES cells, Bmi1 luciferase knock-in, single point. 24 h; 100% = twice the neutral-well signal. reporter increase, % at 12.5 µM. 350,000 tested, 2% active; in the data active = activation above about 40%; inconclusive = no clear call, values can overlap the other calls;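 note: 0% = median of the plate's neutral control wells and 100% = double that signal; a rise in the Bmi1 reporter signal indicates esBAF inhibition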
LGR2 antag = inhibitors of bursicon-induced LGR2 CRE-luciferase signal, primary screen, cell-based, HEK293, CRE-luciferase reporter, bursicon stimulation. bursicon-stimulated, 4 h. 380,000 tested, 0.35% active. Drosophila bursicon receptor LGR2 (rickets). inhibition, % at 9.99 µM;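 active = drop in luminescence signal, shown as inhibition above about 50% in the replicate tests, limit read from the data, passing the limit was not always enough; inconclusive = probably only some replicates passing the limit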;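 note: agonist challenge used bursicon conditioned medium at about half maximal strength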
S100A4 MyoIIA = inhibitors of S100A4-myosin IIA peptide binding, primary screen, biochemical, fluorescence polarization, TAMRA-MyoIIA peptide; inhibition, % at 10.7 µM; 360,000 tested, 0.14% active; AID 652163, 2013;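 active = mean inhibition of at least 70% across replicates, with every replicate also reaching that level; inconclusive = mean inhibition reaches 70% but some replicates fall short; inactive = mean inhibition below 70%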
Target sequence (P26447 whole entry, looked up): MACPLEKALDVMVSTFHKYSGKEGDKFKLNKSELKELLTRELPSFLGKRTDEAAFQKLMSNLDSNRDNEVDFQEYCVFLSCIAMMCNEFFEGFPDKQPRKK
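Test system: S100A4 monomer protein; Medium: HEPES pH 7.2 with CaCl2, KCl, NaCl, DTT, Triton; Probe or stimulus: TAMRA-labelled myosin IIA heavy-chain peptide probe, 5 nM; Doses: one dose per compound; Times: polarization read 5 min after assay mix addition, stable 5–60 min; Benchmarks: neutral control DMSO, positive control TFP.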
SIRT5 block = SIRT5 desuccinylase inhibitors, primary screen, biochemical, fluorescence imaging, single point, set 5; Purified SirT5, succinyl-peptide AMC, trypsin-coupled fluorescence; inhibition, % at 15 µM; 330,000 tested, 1.1% active; in the data active = inhibition above about 15%; inconclusive = no clear call, values can overlap the other calls
Target sequence (Q9NXA8 whole entry, looked up): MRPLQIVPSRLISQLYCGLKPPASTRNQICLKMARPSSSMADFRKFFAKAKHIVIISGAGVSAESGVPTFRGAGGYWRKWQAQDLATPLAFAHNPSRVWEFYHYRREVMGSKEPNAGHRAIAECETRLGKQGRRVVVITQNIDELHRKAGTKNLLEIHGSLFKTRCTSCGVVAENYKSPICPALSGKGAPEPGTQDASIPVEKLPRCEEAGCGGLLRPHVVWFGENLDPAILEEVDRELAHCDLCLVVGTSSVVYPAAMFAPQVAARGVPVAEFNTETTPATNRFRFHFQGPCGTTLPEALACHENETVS
Starred values were filed as active, the others as inactive; ? = inconclusive; . = not tested or not shown; & = joins results of further samples. This is a subset. The share of hits here may be higher or lower than overall.

SMILES	Casp6 inh	C2C12 statin	FN deposition inh	esBAF inh	LGR2 antag	S100A4 MyoIIA	SIRT5 block
CC1CCCN(CCCNC(=O)c2ccc3c(c2)N(Cc2ccc(F)cc2)C(=O)c2ccccc2S3=O)C1 (stereo not given)	-29	-3	-4	-6	6	-1	1
O=C(NCCNCC(O)COc1ccc(O)cc1)N1CCOCC1 (stereo not given)	.	9	3	1	-3	1	-6
Cc1ccc(S(=O)(=O)C(C#N)c2nc3ccccc3nc2N2CCCC2)cc1C (stereo not given)	0	39	-4	0	7	-21	-2
O=C(NN=Cc1c(F)c(F)c(F)c(F)c1F)c1ccc(NS(=O)(=O)c2cccs2)cc1	2	-8	6	-8	5	-4	-1
CCN(Cc1ccccc1)C(=O)c1cccc(OC2CCN(C(=O)C3CC3)CC2)c1	0	-30	8	3	17	0	1
Cc1nc(Cl)cc(N/N=C/c2ccccc2)n1	2	-2	2	20	.	4	1
O=C(NC(Cc1ccccc1)c1nc2ccccc2[nH]1)c1cccc([N+](=O)[O-])c1 (stereo not given)	6	.	13	.	-5	4	.
O=C(Cc1ccccc1)NCC(=O)OCC(=O)c1ccc(F)cc1	-1	1	-6	-5	12	7	-6
CCc1c(N)nc(N)nc1Nc1ccc(C)c(C)c1	-3	-23	.	-8	6	0	.
Cc1nnc(Nc2ccc(C(=O)O)cc2)[nH]c1=O	-1	.	-1	.	13	24	-4
O=S(=O)(c1ccccc1F)N1CCCCN2[C@H](C1)[C@H](c1ccc(-c3ccncc3)cc1)[C@@H]2CO	-3	.	.	.	-2	-11	-2
O=C(NCCCN1CCOCC1)c1ccc(CS(=O)(=O)c2ccc(Br)cc2)o1	-4	13	-3	-2	3	1	.
CC(C)CC#Cc1cnc2c(c1)C(=O)N([C@@H](C)CO)C[C@H](C)[C@@H](CN(C)S(=O)(=O)c1ccccc1)O2	4	-1	.	0	2	3	2
COC(=O)c1ccc(C(=O)Nc2ccc3nc(-c4ccncc4)[nH]c3c2)cc1	-1	1	0	-3	-10	-3	-2
CCC1(CC)NC(=O)N(CC(=O)OCC(=O)Nc2ccc(OC(F)(F)F)cc2)C1=O	2	-4	-5	4	0	-3	-16
CCOc1ccc(-c2csc(NC(=O)CSCC(=O)O)n2)c2ccccc12	14	.	-5	.	2	-1	.
CC(=O)c1ccc(S(=O)(=O)N(CC(=O)NC2CC2)Cc2ccc(F)cc2)cc1	1	.	3	.	-5	3	1
CC(NCCS(=O)(=O)c1ccc(Cl)cc1)c1cccc(Cl)c1 (stereo not given)	5	-2	4	1	18	-2	-3
Cc1ccc(C(O)c2ncc(-c3ccccc3)[nH]2)c(C)c1 (stereo not given)	3	6	5	0	2	3	.
CCc1nnc(NS(=O)(=O)c2ccc(NC(=O)c3cc4ccccc4oc3=O)cc2)s1	4	.	-1	.	8	5	-6
COc1ccccc1C(=O)Nc1ccnn1C1CCN(Cc2ccccc2OCCO)CC1	-6	.	3	.	4	1	0
CC(C)(c1ccccc1)c1ccc(OCCn2cnc3ccccc3c2=O)cc1	.	31	3	-7	.	.	.
COC(=O)CCC1(C(N)=O)CCC(=O)c2ccccc21 (stereo not given)	2	.	13	.	1	4	-1
CC(C)(C)N=C(NS(=O)(=O)c1cccs1)c1ccccc1	5	6	.	-8	11	-1	0
N#Cc1ccc(NC(=S)NC(=O)CCc2ccc(S(=O)(=O)N3CCOCC3)cc2)cc1	-2	.	0	.	9	1	-2
CC1CCC(NC(=O)c2nc(Cn3ccc([N+](=O)[O-])n3)no2)CC1 (stereo not given)	1	-1	-8	-1	-15	1	1
CCN(CC)C(=O)C1CCCN(Cc2ccc(OC)c(C)c2)C1 (stereo not given)	.	3	4	7	.	.	.
CCOC(=O)c1cccc(NC(=O)Nc2cc(OC)ccc2OC)c1	.	-8	7	-3	.	.	.
CCOC(=O)Cn1nnc(-c2ccccc2)n1	.	9	-5	1	.	.	.
O=c1[nH]c2ccsc2c(=O)n1CCO	4	.	-2	.	14	-3	-1
CO[C@@H]1CN(C)C(=O)c2cc(NC(=O)c3ccc(F)cc3)ccc2OC[C@H](C)NC[C@H]1C	.	-4	6	3	-20	.	.
CCNC(=O)C[C@H]1C=C[C@H](NS(=O)(=O)c2ccc(C)cc2)[C@H](CO)O1	0	5	-15	2	-26	3	-3
Cc1ccc(C(=O)NCC(=O)OC(C)C(=O)Nc2ccccc2[N+](=O)[O-])s1 (stereo not given)	-2	5	4	7	4	-1	1
COc1ccc(CNc2nc3ccccc3s2)cc1OC	8	34	-5	62*	-35	2	4
CCC(=O)N(C)C[C@H]1Oc2cc(-c3cccc(OC)c3)ccc2S(=O)(=O)N([C@H](C)CO)C[C@H]1C	-2	10	-10	2	-1	3	-3
O=C(c1ccc2c(c1)OCO2)N1CC2(C1)[C@H](c1ccccc1)[C@H](CO)N2C(=O)C1CCC1	2	.	.	.	-11	3	-2
O=C(O)CSc1cn(Cc2ccccc2)c2ccccc12	-3	-5	4	4	3	5	-3
COc1ccc(NS(=O)(=O)c2ccc(F)c(Cl)c2)cn1	-1	11	9	-4	3	-8	-1
COc1ccc(NC(=O)CN(C)C(=O)c2ccc3[nH]c4c(c3c2)CC(C)CC4)cc1 (stereo not given)	5	-10	1	0	1	-5	3
CC(C)(CC(=O)N1CCN(c2ccc(Cl)cc2)CC1)CC1=NS(=O)(=O)c2ccccc2N1	.	9	-6	-8	.	.	.
COc1ccccc1-c1cc(C(=O)Nc2c(C)n(C)n(-c3ccccc3)c2=O)no1	-1	51	.	-7	4	9	1
CCn1cc(S(=O)(=O)NCCc2ccc(F)cc2)cn1	-3	.	-2	.	-4	-1	0
COc1cccc(NC(=O)[C@H](C)NC(=O)N2CCn3c2nc2ccccc23)c1	6	-1	1	-2	7	0	0
CNC[C@H]1OCCCC[C@@H](C)Oc2ccc(NS(C)(=O)=O)cc2C(=O)N([C@H](C)CO)C[C@H]1C	1	8	.	-5	11	2	3
CC(=O)N1[C@H](CO)[C@H](c2ccc(-c3cccc(F)c3)cc2)[C@@H]1CNC(=O)C1CC1	.	22	13	1	8	.	.
CCOC(=O)C1=CCN(S(=O)(=O)c2ccccc2C)C1c1ccc(Br)cc1 (stereo not given)	-1	-5	-1	-3	47	-2	-4
Cc1ccc(S(=O)(=O)N(C)c2ccc(C(=O)N(CC(C)C)C3CCS(=O)(=O)C3)cc2)cc1 (stereo not given)	-150	.	-3	.	-4	-31	-7
O=C(NCc1cccc(C(F)(F)F)c1)C1CCC(=O)N(C2CCCCCC2)C1 (stereo not given)	-2	-3	-5	6	-12	4	-3
C[C@H](CO)N1C[C@H](C)[C@@H](CN(C)CC2CCOCC2)Oc2ncc(Br)cc2C1=O	-2&-3	8&-20&11	1&2	-2&-2&-7	?	51&-10	-3&-2
O=S(=O)(Cc1nnnn1-c1ccccc1)c1ccc(F)cc1	2	.	.	.	14	-3	-1
(list continues)
SMILES	Casp6 inh	C2C12 statin	FN deposition inh	esBAF inh	LGR2 antag	S100A4 MyoIIA	SIRT5 block
CNC(=S)N/N=C/c1ccc(N(C)C)cc1	0	.	-13	.	-34	-9	-2
O=C(N/N=C/c1cccc(Oc2ccccc2)c1)c1ccccc1Br	0	-62	.	-5	-4	-3	-3
CCOc1ccccc1NC(=O)c1ccc2c(O)c(S(=O)(=O)c3ccccc3)c(=O)[nH]c2c1	11	7	4	-3	-14	-16	.
CCCCNC(=O)CSc1ccc(S(=O)(=O)N2CCOCC2)cn1	-1	-11	-1	-8	6	-69	2
COc1ccc(S(=O)(=O)Nc2cccc3c2O[C@H](CN(C)C(=O)Nc2ccc(C(F)(F)F)cc2)[C@H](C)CN([C@@H](C)CO)C3=O)cc1	2	.	.	7	-7	1	9
COc1ccc(OCC(=O)N(C)CC2COc3ccccc3O2)cc1 (stereo not given)	0	-2	5	2	3	0	-3
C=CCn1c(=O)c2ccccc2n2c(SCC(=O)Nc3sc(C(=O)N(CC)CC)c(C)c3C(=O)OCC)nnc12	1	.	-10	.	5	-8	0
CN(C)CCCCOc1ccccc1F	-2	.	-5	.	5	0	-3
O=C(NCC(=O)N1CCOCC1)OCc1ccccc1	0	7	16	0	5	-6	-3
CCN(CCn1cccn1)Cc1nc(-c2ccc(C(=O)OC)cc2)no1	1	.	-3	.	13	-1	-3

Record cards (already shown).
Cc1ccc(C(O)c2ncc(-c3ccccc3)[nH]2)c(C)c1 (stereo not given) across the screens: Casp6 inh: 3; C2C12 statin: 6; FN deposition inh: 5; esBAF inh: 0; LGR2 antag: 2; S100A4 MyoIIA: 3; SIRT5 block: .
Cc1ccc(S(=O)(=O)C(C#N)c2nc3ccccc3nc2N2CCCC2)cc1C (stereo not given) across the screens: Casp6 inh: 0; C2C12 statin: 39; FN deposition inh: -4; esBAF inh: 0; LGR2 antag: 7; S100A4 MyoIIA: -21; SIRT5 block: -2
CO[C@@H]1CN(C)C(=O)c2cc(NC(=O)c3ccc(F)cc3)ccc2OC[C@H](C)NC[C@H]1C across the screens: Casp6 inh: .; C2C12 statin: -4; FN deposition inh: 6; esBAF inh: 3; LGR2 antag: -20; S100A4 MyoIIA: .; SIRT5 block: .

Next records.
SMILES	Casp6 inh	C2C12 statin	FN deposition inh	esBAF inh	LGR2 antag	S100A4 MyoIIA	SIRT5 block
C[C@@H]1CN([C@H](C)CO)C(=O)c2cc(NS(C)(=O)=O)ccc2O[C@@H]1CN(C)Cc1ccc2c(c1)OCO2	4	7	.	-3	2	-3	-2
Cc1ccccc1N1CCN(C(=O)c2ccccc2NC(=O)c2ccccc2C(=O)O)CC1	17	.	-3	.	-9	-7	0
COc1ccccc1CNC(=O)CN(C)CC(=O)Nc1ccc(F)c(F)c1F	1	7	5	-1	5	-2	-2
CCc1cccc(NC(=O)[C@@H]2CCCN2C2=NS(=O)(=O)c3ccccc32)c1	4	7	19	-2	-3	9	0
O=C(CN1CCOCC1)NCC[C@H]1CC[C@H](NC(=O)Nc2ccc(F)cc2)[C@H](CO)O1	-5	-3	-6	3	-3	3	4
CN(C(=O)CSc1nc2ccccc2c(=O)n1C)C1CCS(=O)(=O)C1 (stereo not given)	2	-1	-9	-2	6	4	-7
N#C/C(=C\c1cccnc1)C(=O)Nc1cccc2ccccc12	4	.	7	.	.	-5	1
CCN(CCCNC(=O)c1cn(CC)c2ccc(S(=O)(=O)N(C)C)cc2c1=O)c1cccc(C)c1	.	-9	-3	7	.	.	.
COC(=O)c1ccc(CN2CC(=O)N3[C@H](CO)[C@H](c4ccc(-c5ccccc5F)cc4)[C@H]3C2)cc1	-1	.	.	.	10	10	3
O=C(CCC1CCCN(C(=O)Cn2cnnn2)C1)NCc1ccccc1F (stereo not given)	0	4	.	2	-10	-4	-2
O=C(CCC(=O)c1cccs1)NC1CCCCCC1	1	11	2	-7	-65	1	-4
Cn1nc(C(=O)OCC(=O)NC2CCS(=O)(=O)C2)c2ccccc2c1=O (stereo not given)	6	7	-6	-2	-7	2	-1
Fc1ccccc1/C=N/Nc1ncnc2ccccc12	2	.	-10	.	.	17	7
CCCNC(=O)N1C[C@@H](O)COC[C@H]2O[C@H](CC(=O)N3CCCCC3)CC[C@@H]21	-1	16	0	-1	15	26	-1
Cc1cc(C)nc(Sc2nc(Nc3ccccc3)nc(Sc3nc(C)cc(C)n3)n2)n1	.	13	0	6	0	.	.
Cc1ccc(C)c(OCc2cc(C(=O)N3CCc4sccc4C3)no2)c1	-5	6	0	2	-10	1	2
